# Bioassay records as filed in PubChem.
# H1N1 NS1A inhibition: H1N1 influenza NS1A inhibitors, functional cell based assay (AID 504329); NS1A functional cell-based assay, percent inhibition; higher % means a stronger effect; inhibition, % at 12.5 µM; hits with a dose series show IC50 in µM; actives 0.3% (n = 340,000); in the data active = a potency from the dose series; inconclusive = inhibition above about 27% without an active follow-up result; note: strong numbers were not always called active
# VEEV TC-83 Vero: inhibitors of VEEV TC-83 cytopathic effect, confirmation, Vero cells (AID 588727); actives 0.13% (n = 350,000); one-dose inhibition, % at 20 µM; IC50 in µM for titrated hits; Vero cells, VEEV TC-83 cytopathic effect inhibition; higher % means a stronger effect; in the data active = a potency from the dose series; inconclusive = inhibition mostly from about 14% at the one dose, without a potency; inactive = the rest, 99 in 100 with inhibition below about 12%; note: strong numbers were not always called active
# M. tuberculosis: growth inhibition of non-replicating M. tuberculosis (AID 488890). one-dose inhibition, % at 25 µM; IC50 in µM for titrated hits. Mycobacterium tuberculosis non-replicating, growth inhibition; higher % means a stronger effect. actives 0.39% (n = 320,000); in the data active = a potency from the dose series; inconclusive = inhibition mostly from about 82% at the one dose, without a potency; inactive = the rest, 99 in 100 with inhibition below about 76%;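 note: plate controls were DMSO cells for no effect and high antibiotic wells for full effect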
# H37Rv inhibition: M. tuberculosis growth inhibition, HTS (AID 449762). M. tuberculosis H37Rv growth inhibition, 7H9 media; higher % means a stronger effect. inhibition, % at 25 µM, or IC50 in µM where a hit was titrated. actives 0.59% (n = 330,000); in the data active = a potency from the dose series; inconclusive = inhibition above about 70% without an active follow-up result;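 note: bacterial growth assessed after seven days of incubation; strong numbers were not always called active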
# Salmonella PhoP GFP: PhoP regulon inhibitors, Salmonella typhi PhoP promoter GFP reporter, confirmatory (AID 1850); Salmonella Typhi PhoP-promoter GFP reporter, fluorescence, 4 h; higher % means a stronger effect; inhibition, % at 50 µM; hits with a dose series show IC50 in µM; actives 0.33% (n = 310,000); in the data active = a potency from the dose series; inconclusive = inhibition mostly from about 25% at the one dose, without a potency; inactive = the rest, 99 in 100 with inhibition below about 19%;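 note: 0% = induced wells with vehicle and 100% = uninduced wells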
# VEEV TC-83 Vero 10K pilot screen: further read-out of VEEV TC-83 Vero, marked with its call; inhibition, %; measured here: 10K pilot screen inhibition
# * = called active by the depositor; i = inactive; ? = inconclusive; . = no result given.
SMILES,H1N1 NS1A inhibition,VEEV TC-83 Vero,M. tuberculosis,H37Rv inhibition,Salmonella PhoP GFP,others
CC(=O)Nc1ccc(S(=O)(=O)N2CCN(S(=O)(=O)c3ccc(NC(C)=O)cc3)CC2)cc1,-9%,0.1%,4%,8%,14%,
Cc1ccc(CNc2nc3ccc(C)cc3n3cnnc23)cc1,6%,1.9%,.,-9%,-19%,
Cc1ccc(-c2c[n+](CC(=O)Nc3c(C)cccc3C)c3n2CCC3)cc1,.,i,21%,12%,-25%,
CC(C)Cc1nnc(NC(=O)CN2C(=O)NC3(CCCC3)C2=O)s1,0%,2.3%,-9%,-4%,6%,
COc1cccc(CN(C)CC(O)COc2cc(Cl)ccc2Cl)c1 (stereo not drawn),-23%,i,28%,11%,5%,
Cc1cc(C)c(O)c(-c2cc(C(=O)Nc3c(C)n(C)n(-c4ccccc4)c3=O)[nH]n2)c1,-6%,3.9%,-6%,-9%,15%,
O=c1c2cc(NC(=S)NC3CC3)ccc2nc2n1CCCCC2,3%,0.8%,?,-6%,2%,
Cc1ccc(-c2ccc(C#N)c(=O)n2CC(=O)N(C)C)cc1,2%,3.1%,22%,8%,10%,
CC(C)(C)NC(=O)CSc1nnc(C2CC2)n1-c1ccccc1,2%,i,-2%,0%,-9%,
COc1ccc(C(=O)Nn2cnc3ccccc3c2=O)c(OC)c1,-5%,0.2%,2%,3%,0%,
CCn1c2ccccc2c2nnc(SCC(=O)OCN3C(=O)c4ccccc4C3=O)nc21,9%,i,-5%,-4%,-7%,VEEV TC-83 Vero 10K pilot screen=0.1
CC(=O)c1cccc(NC(=O)Nc2ccc3c(c2)CCC3)c1,0%,1.9%,-4%,-9%,-13%,
C=C(C)CSc1nnc(-c2cccc(Cl)c2)n1N,3%,2.7%,68%,-17%,1%,VEEV TC-83 Vero 10K pilot screen=0.3
CCOc1cnn(Cc2ccccc2)c(=O)c1SCc1ccccc1,3%,1.6%,22%,5%,0%,
COc1ccc(C2C(C(=O)c3ccco3)=C(O)C(=O)N2c2nnc(C)s2)cc1 (stereo not drawn),-9%,4.4%,18%,0%,-13%,
Cc1nc(NC(=O)C2CC2)sc1C(=O)Nc1ccc(Br)cc1,-9%,1.3%,15%,4%,-5%,
Cc1cc(=O)oc2cc(OC(C)C(=O)NC3(C#N)CCCCC3)ccc12 (stereo not drawn),-10%,2.1%,-19%,-8%,.,
C=CC[n+]1c(-c2ccc(C)cc2)csc1NNC(=O)Nc1ccccc1,15%,0.4%,17%,-1%,4%,
NC(=O)CSC1=Nc2ccccc2C2=NC(CCC(=O)NCc3ccc(F)cc3)C(=O)N12 (stereo not drawn),6%,1.8%,24%,18%,-10%,
O=C(NCC1CCN(C(=O)c2ccc([N+](=O)[O-])cc2)CC1)C(=O)Nc1ccccc1,7%,0.9%,-5%,1%,3%,

# Of the compounds above, these have a cyano group.
SMILES,H1N1 NS1A inhibition,VEEV TC-83 Vero,M. tuberculosis,H37Rv inhibition,Salmonella PhoP GFP,others
Cc1ccc(-c2ccc(C#N)c(=O)n2CC(=O)N(C)C)cc1,2%,3.1%,22%,8%,10%,
Cc1cc(=O)oc2cc(OC(C)C(=O)NC3(C#N)CCCCC3)ccc12 (stereo not drawn),-10%,2.1%,-19%,-8%,.,

# (list continues)
SMILES,H1N1 NS1A inhibition,VEEV TC-83 Vero,M. tuberculosis,H37Rv inhibition,Salmonella PhoP GFP,others
COCCNC(=S)N/N=C(\C)c1ccc(OC)cc1,1%,0.9%,?,41µM*,4%,
CC(=O)Nc1ccc(S(=O)(=O)NNC(=S)NCC2CCCO2)cc1 (stereo not drawn),-7%,1.3%,17%,-2%,-5%,
O=C1CSC(c2ccc([N+](=O)[O-])cc2)N1c1ccccc1 (stereo not drawn),-2%,0.2%,3%,1%,-3%,
O=C1CCCCN1CCC(=O)N1CCCC(Nc2ccc(F)c(F)c2)C1 (stereo not drawn),4%,0.1%,-13%,6%,-2%,
O=C(NCCCN1CCN(c2ccccc2F)CC1)C1CCN(S(=O)(=O)c2cccs2)CC1,5%,i,9%,1%,4%,
CSCCC(NC(=O)C12CC3CC(CC(C3)C1)C2)C(=O)OCC(=O)c1ccc(Cl)cc1 (stereo not drawn),-8%,1.6%,-14%,-2%,8%,
CC(C)c1cc(Br)ccc1OCCN1C(=O)NC(C)(C)C1=O,-17%,3.2%,14%,-5%,8%,
O=C(CN1c2cccc3cccc(c23)S1(=O)=O)N1CCN(c2ccccc2)CC1,3%,i,6%,6%,.,
CC(=O)NC(CC(=O)Nc1ccc2c(c1)OCCO2)c1ccccc1 (stereo not drawn),-5%,0.2%,3%,6%,2%,
CCSc1ccccc1C(=O)NCc1ccc2c(c1)OCO2,0%,1.3%,3%,-24%,-4%,VEEV TC-83 Vero 10K pilot screen=0.0
Cc1ccc2nc(-c3ccccc3N)[nH]c2c1,-22%,2.4%,17%,12%,-6%,
CCC(=O)NC(C)c1cc(Cl)c2ccccc2c1O (stereo not drawn),-21%,0.5%,-5%,-8%,.,
CSc1ncccc1C(=O)OCC(=O)c1cc2ccccc2o1,-3%,1.0%,73%,8%,-9%,
COc1ccc2nc(SCC(=O)NC(C)(C)C)[nH]c2c1,5%,1.0%,7%,1%,-7%,
C=CCN1C(=Nc2cccnc2)SCC1(O)c1ccc(C)cc1 (stereo not drawn),.,.,44%,-3%,-4%,
Cc1cc(NC(=O)COC(=O)c2c(C)noc2C)ccc1Br,-15%,i,12%,-13%,-1%,
Cc1nn(Cc2ccccc2)c(Cl)c1C(=O)OC(C)C(=O)Nc1ccc(F)cc1Cl (stereo not drawn),-6%,1.5%,-10%,4%,-5%,
O=C(CCCn1cnc([N+](=O)[O-])n1)Nc1cccc(O)c1,.,0.8%,1%,-1%,16%,
CC1CCCN(C(=O)Cn2c(=O)oc3cc(S(=O)(=O)N4CCCCC4)ccc32)C1 (stereo not drawn),-3%,1.6%,-6%,4%,26%,
COc1cccc(N2CCN(C(=O)CCC(=O)N3CCOc4ccc(C)cc43)CC2)c1,-2%,6.0%,15%,2%,3%,

# Gathered by group: the entries above containing an NH in an aromatic ring
SMILES,H1N1 NS1A inhibition,VEEV TC-83 Vero,M. tuberculosis,H37Rv inhibition,Salmonella PhoP GFP,others
Cc1cc(C)c(O)c(-c2cc(C(=O)Nc3c(C)n(C)n(-c4ccccc4)c3=O)[nH]n2)c1,-6%,3.9%,-6%,-9%,15%,
Cc1ccc2nc(-c3ccccc3N)[nH]c2c1,-22%,2.4%,17%,12%,-6%,
COc1ccc2nc(SCC(=O)NC(C)(C)C)[nH]c2c1,5%,1.0%,7%,1%,-7%,

# Further results
SMILES,H1N1 NS1A inhibition,VEEV TC-83 Vero,M. tuberculosis,H37Rv inhibition,Salmonella PhoP GFP,others
CCOC(=O)c1csc(NC(=O)CSc2nnnn2-c2ccc(OC)cc2)n1,-5%,0.7%,-10%,1%,-7%,
CC(c1ccccc1F)n1cc(C(=O)NCCc2ccco2)nn1 (stereo not drawn),4%,2.5%,14%,1%,5%,
CCCCc1ccc(NC(=O)CSc2nc3ncccc3[nH]2)cc1,-5%,8.5%,?,?,21%,
COc1ccc(C(=O)c2ccc(N(C)C)cc2)c(OC)c1,-45%,i,4%,4%,4%,
CC1=Nn2c(nnc2-c2ccco2)SC1,-1%,4.3%,-6%,1%,-5%,
CC12CCC(C(=O)Nc3ccncc3)(CC1O)C2(C)C (stereo not drawn),0%,1.2%,-10%,2%,0%,
O=C(OCC(=O)N1CCOCC1)c1ccc2ccccc2c1,-8%,0.5%,9%,6%,.,
NC(=Nc1ccccc1)NN=Cc1c[nH]c2ccccc12,-12%,?,.,.,.,
COc1nc(C)ccc1-c1noc(-c2ccco2)n1,0%,i,-13%,1%,-7%,VEEV TC-83 Vero 10K pilot screen=3.3
CCCOc1cccc(C(=O)Nc2ccc3c(c2)OCCO3)c1,-6%,0.4%,68%,0%,3%,
Cc1cccn2c(=O)c(C=Nc3ccccc3)c(NCc3ccco3)nc12,-2%,0.1%,.,-11%,0%,
O=c1[nH]c(=O)n(CCC2=CCCCC2)c(O)c1C=NC1CCN(Cc2ccccc2)CC1,-2%,1.4%,43%,7%,6%,
O=C(CCc1nc2ccccc2c(=O)[nH]1)Nc1nnc(SCc2ccccc2F)s1,-9%,1.6%,-2%,5%,.,
C=CCN1C(=O)S/C(=C/c2ccsc2)C1=O,-3%,i,26%,-21%,-1%,
O=C(c1cccc(Br)c1)N1CCN(C(=O)N2CCCCC2)CC1,-1%,0.8%,6%,4%,-9%,
O=C(NCc1ccccn1)C1CCN(S(=O)(=O)N2CCC3(CC2)OCCO3)CC1,-3%,0.7%,-16%,4%,-3%,
COC(=O)c1[nH]c2c(c1C)C(=O)CC(c1cccs1)C2 (stereo not drawn),2%,7.9%,6%,-6%,-7%,
CCCS(=O)(=O)N1CCC(C(=O)NCc2ccccc2Cl)CC1,-8%,0.5%,-6%,5%,-8%,
Cn1cccc1Cc1nnc(SCC(=O)NCC2CCCO2)n1-c1ccc(F)cc1 (stereo not drawn),-1%,i,14%,-4%,6%,
COCc1nc2oc3ccc(F)cc3c(=O)c2cc1C(=O)OC,2%,2.4%,3%,6%,-2%,

# Filtered by structure, the compounds so far with a thiophene ring, fused or not.
SMILES,H1N1 NS1A inhibition,VEEV TC-83 Vero,M. tuberculosis,H37Rv inhibition,Salmonella PhoP GFP,others
O=C(NCCCN1CCN(c2ccccc2F)CC1)C1CCN(S(=O)(=O)c2cccs2)CC1,5%,i,9%,1%,4%,
C=CCN1C(=O)S/C(=C/c2ccsc2)C1=O,-3%,i,26%,-21%,-1%,
COC(=O)c1[nH]c2c(c1C)C(=O)CC(c1cccs1)C2 (stereo not drawn),2%,7.9%,6%,-6%,-7%,

# Later entries
SMILES,H1N1 NS1A inhibition,VEEV TC-83 Vero,M. tuberculosis,H37Rv inhibition,Salmonella PhoP GFP,others
Cc1ccc(NC(=O)CSc2n[nH]c(C)c2[N+](=O)[O-])cc1C,-8%,7.8%,17%,4%,4%,
COc1ccc(N2CCN(c3cc(=O)n(Cc4ccc(F)cc4)c(=O)[nH]3)CC2)cc1,10%,0.8%,.,-4%,.,
CCN(CC(=O)Nc1ccc(NC(C)=O)cc1)C(=O)c1cc(-c2ccccc2)nn1-c1ccccc1,-4%,9.9%,22%,2%,1%,
O=C(O)c1cc(S(=O)(=O)Nc2ccc(N3CCCCC3)cc2)ccc1Cl,8%,i,0%,0%,4%,
COc1cc(CN=Cc2c(O)n(C(C)(C)C)c(=O)[nH]c2=O)cc(OC)c1,-3%,1.2%,2%,12%,10%,
Cc1ccc(C)c(N2CC(=O)N(c3cc(C)ccc3C)CC2=O)c1,-48%,7.1%,-5%,-3%,-2%,
c1ccc(-c2c(-c3ccccc3)n(Cc3ccco3)c3ncnc(NCCCn4ccnc4)c23)cc1,7%,i,65%,?,-5%,
COCCCNC(=O)CSc1nc2ccccc2c(=O)n1CCCC(=O)NCC1CCCO1 (stereo not drawn),-4%,1.2%,11%,7%,1%,
COC(=O)Cn1cc(C=C2C(=O)NC(=O)NC2=O)c2ccccc21,-1%,i,-12%,-8%,-19%,
COc1cccc(C(=O)NNC(=O)c2sccc2-n2cccc2)c1,2%,4.5%,-1%,7%,-18%,
O=C(Cc1ccc([N+](=O)[O-])cc1)NCc1ccccc1Cl,-5%,i,5%,1%,0%,
CCc1nnc(N/N=C/c2c(F)cccc2Cl)n1N,-3%,0.3%,i,-2%,-9%,
CCN(CC)S(=O)(=O)c1ccc(N2CCCC2)c(C(=O)OCC(=O)/C(C#N)=C(\C)N)c1,-5%,8.1%,15%,-1%,5%,
Cn1c(N)c(C(=O)COC(=O)CNC(=O)c2ccccc2Cl)c(=O)n(C)c1=O,-18%,2.9%,-8%,-7%,.,
O=C(C[n+]1cccc(Br)c1)c1cccs1,2%,i,19%,4%,11%,
Cc1cc(C)c2c(-n3cccc3)nn(C)c2n1,1%,1.9%,-3%,-3%,6%,
COc1cc(O)c(C(CC(=O)N2CCCCC2)c2ccc3c(c2)OCO3)c(OC)c1 (stereo not drawn),9%,0.0%,7%,1%,0%,
COc1ccc(-c2nnn(-c3cc(Cl)cc(Cl)c3)c2N)cc1,-7%,0.8%,6%,1%,1%,
Cc1cc(C)cc(NC(=O)CCc2c(C)nn(-c3ccc(N4CCCCC4)nn3)c2C)c1,9%,9.7%,29%,-2%,-1%,

# 2 records picked at random from those above, as already listed:
SMILES,H1N1 NS1A inhibition,VEEV TC-83 Vero,M. tuberculosis,H37Rv inhibition,Salmonella PhoP GFP,others
CCc1nnc(N/N=C/c2c(F)cccc2Cl)n1N,-3%,0.3%,i,-2%,-9%,
COC(=O)Cn1cc(C=C2C(=O)NC(=O)NC2=O)c2ccccc21,-1%,i,-12%,-8%,-19%,
